Screens from PubChem BioAssay.
TRPC4 potent: TRPC4 (mouse) allosteric potentiation; Q9QUQ5; HEK293 TRPC4beta/mu-opioid, DAMGO EC20, Fluo-4 Ca2+ flux; active compounds read high; B-score at 10 µM; 0.42% of 310,000 active; AID 2227;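 active = B-score of calcium response area above 5 SD of library B-scores, with initial fluorescence ratio within 5 SD of library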;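 also: B-score of integrated fluorescence ratio over time as area under calcium response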
TRPC6 inhibitor: blocks the mouse TRPC6 cation channel | HEK293-TRPC6, membrane potential dye, ACh-evoked depolarization; active compounds read low | B-score at 10 µM | 1.1% of 310,000 active;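 active = B-score under library mean minus 3 SD, initial fluorescence not abnormally high, positive integrated signal ratio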;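 also: B-score derived from integrated fluorescence ratio over the kinetic read; more negative B-score means stronger inhibition of depolarization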
Target sequence (Q61143 whole entry, looked up): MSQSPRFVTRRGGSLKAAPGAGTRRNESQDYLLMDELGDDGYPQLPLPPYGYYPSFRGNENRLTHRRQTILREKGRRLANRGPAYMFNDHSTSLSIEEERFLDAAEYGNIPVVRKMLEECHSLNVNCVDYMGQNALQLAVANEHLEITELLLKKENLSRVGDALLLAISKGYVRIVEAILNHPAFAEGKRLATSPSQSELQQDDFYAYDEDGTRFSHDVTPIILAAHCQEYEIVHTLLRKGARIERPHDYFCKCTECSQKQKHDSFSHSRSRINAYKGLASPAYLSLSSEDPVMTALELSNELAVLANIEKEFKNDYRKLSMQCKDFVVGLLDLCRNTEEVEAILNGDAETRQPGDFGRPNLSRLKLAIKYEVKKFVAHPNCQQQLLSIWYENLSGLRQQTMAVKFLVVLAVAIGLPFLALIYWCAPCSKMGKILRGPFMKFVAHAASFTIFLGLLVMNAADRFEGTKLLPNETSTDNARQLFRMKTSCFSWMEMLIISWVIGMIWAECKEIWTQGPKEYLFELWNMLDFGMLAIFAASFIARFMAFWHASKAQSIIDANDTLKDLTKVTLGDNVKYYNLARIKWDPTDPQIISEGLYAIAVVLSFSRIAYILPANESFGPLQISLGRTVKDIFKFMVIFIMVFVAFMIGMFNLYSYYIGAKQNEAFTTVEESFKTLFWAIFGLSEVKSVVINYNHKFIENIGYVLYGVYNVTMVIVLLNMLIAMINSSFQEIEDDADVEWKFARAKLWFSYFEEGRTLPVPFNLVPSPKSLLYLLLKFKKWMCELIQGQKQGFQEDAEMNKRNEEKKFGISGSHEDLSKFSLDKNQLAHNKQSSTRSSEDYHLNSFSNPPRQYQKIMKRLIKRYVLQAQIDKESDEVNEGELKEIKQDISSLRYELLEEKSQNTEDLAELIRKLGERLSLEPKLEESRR
MrgX1 ag: human MrgX1 receptor agonism, primary screen; B-score at 10 µM; MrgX1-HEK293 cells, Fluo-4 calcium fluorescence, agonist mode; active compounds read high; 0.44% of 310,000 active; AID 588627; Q96LB2;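 active = calcium response B-score plate-corrected fluorescence ratio at least 3 library SD, with starting fluorescence B-score inside 5 SD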
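Assay system: stable human MrgX1 HEK293 cell line. Quantity: 15,000 cells per well. Schedule: cells plated overnight, dye loaded 0.5 h 37 °C, 0.5 h room temperature. Detection: Fluo-4 NW calcium-flux fluorescence, kinetic read. Read-out basis: peak-minus-minimum fluorescence over baseline, converted to B scores. Control set: positive and negative control wells on each plate.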
TRPC4 inh: TRPC4 (mouse) channel inhibition. Q9QUQ5. HEK293 TRPC4beta/mu-opioid, DAMGO-evoked Fluo4 calcium flux; active compounds read low. B-score at 10 µM. 0.39% of 300,000 active. AID 2247;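 active = B-score over 3 SD under the library average, no early fluorescence shift, positive overall ratio signal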
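System: stable TRPC4beta/mu-opioid receptor HEK293 cells; Dosing: single-point compound dosing; Measured by: Fluo4 Ca2+ flux fluorescence; Read-out basis: per-well B score of integrated baseline-normalized Fluo4 ratio.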
RGS4 inh: inhibitors of human RGS4. P49798. HEK293 M3R/RGS4 inducible, Fluo-4 calcium flux; active compounds read high; triggered by carbachol at its EC20. B-score at 10 µM. 0.45% of 310,000 active. AID 463165;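 active = B-score, a plate-corrected calcium signal, over three deviations above library mean, with baseline fluorescence within five deviations of library mean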;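 also: RGS4 expression induced by doxycycline in cells with stable M3 receptor; B-score is computed from the integrated fluorescence ratio over baseline after carbachol; higher B-score means a larger calcium signal and so more RGS4 inhibition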
Target sequence (P49798 whole entry, looked up): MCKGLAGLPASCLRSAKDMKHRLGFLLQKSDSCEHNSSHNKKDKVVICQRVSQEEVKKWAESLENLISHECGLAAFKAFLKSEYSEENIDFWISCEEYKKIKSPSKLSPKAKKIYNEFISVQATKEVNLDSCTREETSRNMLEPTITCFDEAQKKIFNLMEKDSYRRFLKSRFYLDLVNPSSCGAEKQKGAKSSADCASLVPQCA
TRPC6 activator: activators of mouse TRPC6 channel | Q61143 | HEK293-TRPC6 membrane potential dye fluorescence; active compounds read high | B-score at 10 µM | 0.13% of 310,000 active;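 active = B-score of the integrated fluorescence ratio above library mean plus 3 SD, and starting fluorescence ratio within library mean plus 5 SD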;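 also: higher score means more depolarization so channel activation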
MrgX1 antag: blocks BAM8-22 activation of human MrgX1 receptor; 1.3% of 310,000 active; B-score at 10 µM; MRGX1-HEK293 calcium flux, Fluo-4, BAM8-22 antagonism; active compounds read low;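 active = calcium-response B-score plate-corrected more than 3 library SD below zero, starting fluorescence within 5 deviations, no agonist response on first addition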;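 also: peak minus trough fluorescence over baseline after final BAM8-22 challenge near maximal dose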
TMEM16A inh: mouse TMEM16A channel inhibition, primary screen; Q8BHY3; HEK293 TMEM16A/YFP iodide influx fluorescence, ionomycin; normalized B-score (activity score, 25-100; higher = stronger inhibition) at 10 µM; 1.2% of 310,000 active;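 active = ratio plate-corrected score three or more library SD toward inhibition, starting fluorescence score within five deviations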;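 also: score derived from kinetic fluorescence span divided by baseline fluorescence per well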
ANO1 activ: activators or potentiators of mouse TMEM16A chloride channel | Q8BHY3 | HEK293 TMEM16A/YFP-H148Q/I152L, iodide quench fluorescence; active compounds read low | B-score at 10 µM | 0.3% of 340,000 active | AID 623877;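 active = fluorescence-ratio B-score plate-corrected deviation score at least 3 library SD below zero, with starting fluorescence score within 5 deviations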;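 also: channel opened by trigger with iodide after compound preincubation; score built on the fluorescence ratio of max minus min over baseline; more negative score means more quench and so TMEM16A activation or potentiation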
MrgX1 PAM: human MrgX1 positive allosteric modulation, primary screen | Q96LB2 | 0.63% of 310,000 active | B-score at 10 µM | MrgX1-HEK293, Fluo-4 calcium flux, FDSS; active compounds read high;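 active = plate-corrected calcium response at least 3 library SD above typical, normal starting fluorescence, not activating the receptor alone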;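 also: compound read alongside a low EC10 to EC30 dose of BAM8-22 agonist; peak minus trough fluorescence over baseline measured at the second addition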
TRPC4 act: activators of mouse TRPC4 channel; Q9QUQ5; HEK293 TRPC4beta/mu-opioid, Fluo4 calcium fluorescence; active compounds read high; B-score at 10 µM; 0.49% of 310,000 active;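 active = B-score above 5 SD of library B-scores, and initial fluorescence ratio not above library mean plus 5 SD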;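 also: positive B-score marks a calcium rise read as TRPC4 activation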
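Assay system – TRPC4beta and mu-opioid receptor HEK293 stable cells · Measured by – Fluo4 fluorescence, kinetic · Schedule – dye loading 45 min room temperature, 110 s kinetic read · Read-out – B-scored integrated calcium fluorescence ratio · Controls – buffer and maximal DAMGO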
Numbers without * were called inactive; i = inactive; . = no result given.

nr	Structure	TRPC4 inh	MrgX1 PAM	MrgX1 ag	TRPC4 act	MrgX1 antag	ANO1 activ	RGS4 inh	TRPC6 activator	TMEM16A inh	TRPC6 inhibitor	TRPC4 potent
1	Cc1cc(C)cc(Nc2cnn(C34CC5CC(CC(CC(=O)O)(C5)C3)C4)c(=O)c2Cl)c1	i	i	i	i	i	i	i	i	i	i	i
2	CCNc1nc(OC)nc(N(OC)S(=O)(=O)c2ccc(C)cc2)n1	i	i	i	i	i	i	i	i	i	i	i
3	O=C(CSc1nnc(-c2ccncc2)n1Cc1ccccc1)NCCc1ccccc1	i	i	i	i	i	i	i	i	i	i	i
4	CCOC(=O)c1cc(C)sc1NC(=O)C(c1ccccc1)c1ccccc1	i	i	i	i	i	i	i	i	i	i	i
5	Cc1[nH]c(=O)[nH]c(=O)c1Sc1ccccc1[N+](=O)[O-]	i	i	i	i	i	i	i	i	i	i	i
6	Cc1c(C(=O)NCc2cccs2)oc2ccc(Br)cc12	i	i	i	i	i	i	i	i	i	i	i
7	Cc1ccccc1Cn1cc(NC(=O)c2cc3nc(-c4ccco4)cc(C(F)(F)F)n3n2)cn1	i	i	i	i	i	i	i	i	i	i	i
8	CC(C)(CNc1ccc(C(F)(F)F)cc1[N+](=O)[O-])N1CCOCC1	i	i	i	i	i	i	i	i	i	i	i
9	COc1nc(Nc2ccc([N+](=O)[O-])cc2)nc(NC(C)C)n1	i	i	i	i	i	i	i	i	i	i	i
10	CN(C(=O)NC1CCCCC1)c1ccccc1	i	i	i	i	i	i	i	i	i	i	i
11	CN=C1c2cc3cc(OC)ccc3n2CCN1Cc1ccccc1	i	.	.	i	.	i	i	i	.	i	i
12	O=C(C(=O)N1CCCc2ccccc21)N1CCCc2ccccc21	i	i	i	i	i	i	i	i	i	i	i
13	CCCCNC(=S)N/N=C1\CCCCc2ccccc21	i	i	i	i	i	i	i	i	i	i	i
14	CC1CC(C)CN(C(=O)CNC(=O)Cn2ccc3ccccc3c2=O)C1 (configuration not stated)	i	i	i	i	i	i	i	i	i	i	i
15	Cc1ccc(C(=O)N2CCN(S(C)(=O)=O)C2)cc1	i	i	i	i	i	i	i	i	i	i	i
16	COc1cc(C(=O)ON=C2C(C)=CC(=O)C=C2C)cc(OC)c1OC	i	i	i	i	i	i	i	i	100*	i	i
17	CCCNc1c(NC(C)=O)c(=O)oc2ccccc12	i	i	i	i	i	i	i	i	i	i	i
18	Cc1cccc(N2CCN(C(=O)C3CCN(S(=O)(=O)c4cnc[nH]4)CC3)CC2)c1C	i	i	i	i	i	i	i	i	i	i	i
19	CCC1CCCCN1CCCNC(=O)COc1cc(=O)n(C)c2ccccc12 (configuration not stated)	i	i	i	i	i	i	i	i	i	i	i
20	CN(C)c1ccc(/C=C(\NC(=O)c2ccccc2)C(=O)N/N=C/c2ccc(C(=O)O)cc2)cc1	i	i	i	i	i	i	i	i	i	i	i
21	O=C(NCc1ccccc1)c1cccc(OCC(=O)N2CCN(C(=O)c3ccco3)CC2)c1	i	i	i	i	i	i	i	i	i	i	i
22	COc1ccccc1-n1c(C)nnc1SCC(=O)Nc1cc(C)cc(C)c1	i	i	i	i	i	i	i	i	i	i	i
23	COc1cc(NC(=O)c2ccc(C)cc2C)ccc1NC(=O)c1cccs1	i	i	i	i	i	i	i	i	i	i	i
24	O=C(CSCc1ccc(F)cc1)NCc1cccs1	i	i	i	i	i	i	i	i	i	i	i
25	Cc1c(-c2ccccc2)[n+](=O)c(-c2ccc(Cl)cc2)c(C)n1[O-]	i	i	i	i	i	i	i	i	i	i	i
26	O=C(NCCCc1ccccc1)N1CCOCC1	i	i	i	i	i	i	i	i	i	i	i
27	O=C(CNS(=O)(=O)/C=C/c1ccccc1)OCC(=O)N1CCC(Cc2ccccc2)CC1	i	i	i	i	i	i	i	i	i	i	i
28	O=C(Cn1cnc2cc(Cl)ccc2c1=O)Nc1ccc2c(c1)OCO2	i	i	i	i	i	i	i	i	i	i	i
29	Cc1cc(CN(C)Cc2cn(C)nc2-c2ccc(Oc3ccccc3)cc2)on1	i	i	i	i	i	i	i	i	i	i	i
30	COC(=O)[C@@H]1CC[C@H](C)[C@@H](c2ccc(C)cc2)N1C(=O)c1ccc(/C=N/O[C@@H](C)c2cn([C@H](CO)Cc3ccccc3)nn2)cc1	i	i	i	i	i	.	i	i	i	i	i
31	Cn1ncc(Br)c1C(=O)N/N=C/c1ccc(OS(=O)(=O)c2ccccc2)cc1	i	i	i	i	i	i	i	i	i	i	i
32	COC(=O)c1ccc(C(=O)OC)c(NS(=O)(=O)c2ccc(NC(C)=O)cc2)c1	i	i	i	i	i	i	i	i	i	i	i
33	Cc1ccc(NS(=O)(=O)c2ccc(C)c(NC(=O)COc3ccc4ccccc4c3)c2)c(C)c1	i	i	i	i	i	i	i	i	i	i	i
34	CN(C)S(=O)(=O)c1cccc(NC(=O)COC(=O)CNC(=O)c2cccc([N+](=O)[O-])c2)c1	i	i	i	i	i	i	i	i	i	i	i
35	CC1(C)SC2c3ccccc3C(=O)N2[C@@H]1C(=O)NCc1ccco1 (some centres not stated)	i	i	i	i	i	i	i	i	i	i	i
36	O=C1c2ccccc2C(=O)N1CCCc1nc(-c2cccnc2)no1	i	i	i	i	i	i	i	i	i	i	i
37	c1ccc2c(c1)Nc1ccncc1S2	i	i	i	i	i	i	i	i	i	i	i
38	Cc1nc2nc(-c3ccc(Cl)cc3)[nH]n2c(=O)c1Cc1ccccc1	i	i	i	i	i	i	i	i	i	i	i
39	CC(C)(C)C(=O)c1cn(CC(=O)NCc2ccc3c(c2)OCO3)c2ccccc12	i	i	i	i	i	i	i	i	i	i	i
40	O=C(Nc1c(-c2ccccc2)nc2ncccn12)c1cc2ccccc2oc1=O	i	i	i	i	i	i	i	i	i	i	i
41	C=CCOn1c(=O)c(-c2cc3ccccc3o2)[n+]([O-])c2ccccc21	i	i	i	i	i	i	i	i	i	i	i
42	CCOC(=O)c1cccc(N2C(N)=NC(N)=NC2(C)C)c1	i	i	i	i	i	i	i	i	i	i	i
43	Cc1ccc(Cn2nnc3c(=O)n(CC(=O)NCc4ccco4)cnc32)cc1	i	i	i	i	i	i	i	i	i	i	i
44	O=C(O)CCC(=O)Nc1ccccc1C(=O)NCCc1ccccc1	i	i	i	i	i	i	i	i	i	i	i
45	CC(=O)Nc1ccc(S(=O)(=O)N2CCN=C2C)cc1	i	i	i	i	i	i	i	i	i	i	i
46	O=C(Nc1cc(C(F)(F)F)ccc1Cl)c1ccncc1	i	i	i	i	i	i	i	i	i	i	i
47	Cc1ccc(S(=O)(=O)N(C)C)cc1NC(=S)N(CCC#N)Cc1cccnc1	i	i	i	i	i	i	i	i	i	i	i
48	O=C(NCCCNC(=O)c1ccc(Cl)cc1Cl)c1ccccn1	i	i	i	i	i	i	i	i	i	i	i
49	CCCn1cnc2scc(-c3ccc(C)c(C)c3)c2c1=O	i	i	i	i	i	i	i	i	i	i	i
50	Cc1oc(-c2ccc(Cl)cc2)nc1CN1CCC(C(=O)NCCCN2CCOCC2)CC1	i	i	i	i	i	i	i	i	i	i	i
51	COc1cc(NS(=O)(=O)c2ccc(NC(=S)NC(=O)CC(C)C)cc2)nc(OC)n1	i	i	i	i	i	i	i	i	i	i	i
52	COc1ccc(CNc2ccc3c(c2)CCC3)cc1OC	i	i	i	i	i	.	i	i	i	i	i
53	CN(Cc1ccccc1)C(=O)COC(=O)c1cc(S(=O)(=O)N(C)C)ccc1N1CCCC1	i	i	i	i	i	i	i	i	i	i	i
54	CCCOc1ccc(N2CC(C(=O)Nc3ccccn3)CC2=O)cc1 (configuration not stated)	i	i	i	i	i	i	i	i	i	i	i
55	CCN(CC)S(=O)(=O)c1ccc(N2CCCC2)c(C(=O)OCC(=O)N2CCCC2)c1	i	i	i	i	i	i	i	i	i	i	i
56	COc1cccc(C2CC(c3cccs3)=NN2C(=O)CSc2nc3ccccc3o2)c1OC (configuration not stated)	i	i	i	i	i	i	i	i	i	i	i
57	CCOC(=O)c1[nH]c2ccccc2c1NC(=O)NC(C)C	i	i	i	i	i	i	i	i	i	i	i
58	CCOC(=O)c1cn(-c2c(Cl)cccc2Cl)c2cc(Cl)c([N+](=O)[O-])cc2c1=O	i	i	i	i	i	i	i	i	i	i	i
59	CCOC(=O)c1sc(-c2ccc(C(F)(F)F)cc2)nc1O	i	i	i	i	-5.74*	i	i	i	i	i	i
60	CCOCCn1c(=NC(=O)CSCC(=O)Nc2cc(C)on2)sc2cc(OC)ccc21	i	i	i	i	i	i	i	i	i	i	i

(list continues)
nr	Structure	TRPC4 inh	MrgX1 PAM	MrgX1 ag	TRPC4 act	MrgX1 antag	ANO1 activ	RGS4 inh	TRPC6 activator	TMEM16A inh	TRPC6 inhibitor	TRPC4 potent
61	Cc1ccccc1-n1c(SCC(=O)Nc2c(C)cccc2C)nc(O)cc1=O	i	i	i	i	i	i	i	i	i	i	i
62	CCS(=O)(=O)c1c(S(=O)(=O)CC)c2ccccn2c1C(N)=O	i	i	i	i	i	i	i	i	i	i	i
63	CCc1cc(C(=O)OC)c(NC(=O)CC2NCCNC2=O)s1 (configuration not stated)	i	i	i	i	i	i	i	i	i	i	i
64	Cc1ccc(-c2nc3ncccc3o2)cc1NC(=O)COc1ccccc1	i	i	i	i	i	i	i	i	i	i	i
65	O=C1NC(=O)/C(=C/c2ccc(-c3cccc([N+](=O)[O-])c3)o2)S1	i	i	i	i	i	i	i	i	i	i	i
66	Cc1ccccc1C(=O)Nc1nnc(-c2ccco2)o1	i	i	i	i	i	i	i	i	i	i	i
67	Brc1ccc(-c2nnc(-c3cccnc3)o2)cc1	i	i	i	i	i	i	i	i	i	i	i
68	COC(=O)[C@@H](NC(=O)c1ccc2c(c1)S(=O)(=O)c1ccccc1C2=O)C(C)C	i	i	i	i	-4.74*	i	i	i	i	i	i
69	COc1ccc2c(c1)C(=O)[C@@H](O)[C@H](c1ccc(OC)c(Br)c1)O2	i	i	i	i	i	i	i	i	i	i	i
70	CCc1c(C)c2ccc(OCC(=O)NCC3CCC(C(=O)O)CC3)c(C)c2oc1=O (configuration not stated)	i	i	i	i	i	i	i	i	i	i	i
71	O=S1(=O)CCN2C(=N1)SC1=C2CCN(Cc2ccccc2)C1	i	i	i	i	i	i	i	i	i	i	i
